L major viab – inhibitors of Leishmania major promastigote growth; 9% of 200,000 active; Leishmania major promastigotes, resazurin fluorescence viability; inhibition, % at 10 µM; in the data active = inhibition above about 50%;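 also: promastigotes grown with compound for 44 hours at 28 °C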
ROMK primary – modulates human ROMK potassium channel activity | P48048 | Tet-inducible ROMK, thallium flux fluorescence; actives lie on both sides | B-score at 10 µM | 2% of 130,000 active;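 active = signal ratio slope over the read window, or its plate-corrected B-score, at least 3 SD from the plate mean, either direction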;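 also: B-score of the F/F0 ratio slope over 7 to 12 s after thallium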
PPARg SRC-2 ag – PPARgamma-driven SRC-2 recruitment agonism; P37231; PPARgamma LBD-SRC-2 recruitment, biochemical; activation, % at 8 µM; 0.34% of 200,000 active; in the data active = activation above about 22%;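 also: 0% = vehicle and 100% = reference agonist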
Target sequence (P37231 whole entry, looked up, the tested form may be a part): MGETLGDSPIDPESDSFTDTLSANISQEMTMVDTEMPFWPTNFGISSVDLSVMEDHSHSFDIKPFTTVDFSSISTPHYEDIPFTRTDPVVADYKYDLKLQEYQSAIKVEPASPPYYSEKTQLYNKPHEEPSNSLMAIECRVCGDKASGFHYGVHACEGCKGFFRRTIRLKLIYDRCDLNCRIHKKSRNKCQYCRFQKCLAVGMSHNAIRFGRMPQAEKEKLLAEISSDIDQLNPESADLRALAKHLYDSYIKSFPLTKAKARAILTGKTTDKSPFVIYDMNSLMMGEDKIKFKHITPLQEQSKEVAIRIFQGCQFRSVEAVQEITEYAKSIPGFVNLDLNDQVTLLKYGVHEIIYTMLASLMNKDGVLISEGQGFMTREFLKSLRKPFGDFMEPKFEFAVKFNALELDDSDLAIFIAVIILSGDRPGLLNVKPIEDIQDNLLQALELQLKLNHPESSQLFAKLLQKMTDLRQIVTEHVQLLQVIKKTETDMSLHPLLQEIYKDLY
SRC2 TRFRET art – TR-FRET artefact, counter-screen to PPARgamma/SRC-2 agonist assay; TR-FRET ratio at 8 µM; 0.4% of 200,000 active; AID 1049; hits give high values; in the data active = TR-FRET ratio above about 2000; also: inactives centre near 1500; reference of the scale not given here
S1P3 antagonist – blocks the human S1P3 receptor; 0.27% of 170,000 active; Q99500; inhibition, % at 4.98 µM; CHO S1P3 NFAT-BLA reporter, FRET fluorescence, antagonist mode;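 active = inhibition above the plate cutoff, the mean inhibition of test wells on that plate plus 3 SD, cut at about 28% in these data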;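 also: cells challenged with S1P at its EC80 of 0.8 µM; blue over green emission ratio from cleaved BLA substrate after 4 h stimulation; 0% = S1P-stimulated wells and 100% = unstimulated DMSO-only wells; some compounds past the cut are filed as inactive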
Target sequence (Q99500 whole entry, looked up): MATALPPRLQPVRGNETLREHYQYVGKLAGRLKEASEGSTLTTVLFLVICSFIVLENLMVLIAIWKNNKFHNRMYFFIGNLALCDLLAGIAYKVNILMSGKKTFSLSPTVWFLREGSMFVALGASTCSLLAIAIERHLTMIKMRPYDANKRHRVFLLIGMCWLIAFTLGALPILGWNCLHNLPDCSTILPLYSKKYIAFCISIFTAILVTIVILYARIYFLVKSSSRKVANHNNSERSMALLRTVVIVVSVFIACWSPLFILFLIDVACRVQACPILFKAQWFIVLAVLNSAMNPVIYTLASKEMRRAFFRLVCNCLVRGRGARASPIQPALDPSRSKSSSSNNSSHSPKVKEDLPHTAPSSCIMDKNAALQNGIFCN
bIAP inh – intestinal alkaline phosphatase (bovine) inhibition. 190,000 tested, under 10 active. inhibition, % at 20 µM. purified bovine IAP, CDP-star luminescence, 30 min;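 active = over 50% inhibition of intestinal alkaline phosphatase at 20 µM in the single-dose screen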
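Assay system: bovine IAP enzyme; medium: DEA buffer 100 mM, pH 9.8, with MgCl2 1.0 mM, ZnCl2 0.02 mM; doses: 20 µM single dose; incubation: enzyme reaction for 30 min at room temperature; detection: CDP-star luminescence signal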
Redox H2O2 prof – compounds producing H2O2 with reducing agent – biochemical, NIH compound library profiling, artefact control for MLSCN library redox annotation, primary screen; 0.03% of 200,000 active; DTT-dependent redox cycling H2O2, phenol red/HRP absorbance; 100% = 100 µM peroxide control, 0% = buffer; activation, % at 10 µM;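 active = activation of at least 50% relative to the plate's high and low controls in the primary single-dose screen; inactive = activation below 50%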;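 also: compound incubated with DTT at 0.8 mM final as the reducing agent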
PPARg SRC-1 ag – PPARgamma-driven SRC-1 recruitment agonism; P37231; 0.41% of 200,000 active; activation, % at 8 µM; PPARgamma-SRC-1 coactivator recruitment biochemical assay; in the data active = activation above about 19%;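 also: 0% = DMSO and 100% = reference agonist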
RAM inhibit – inhibitors of the yeast RAM network; S. cerevisiae dse1pr::URA3 reporter, 5-FOA growth OD615, 2 d; analog-sensitive cbk1-as2 kinase mutant strain; inhibition, % at 50 µM; 1.8% of 190,000 active;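 active = inhibition above a set limit, 3 SD over mean compound inhibition, cut at about 8.4% in these data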;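 also: 0% = DMSO-only wells with no growth and 100% = 10 µM 1-NA-PP1 full growth; inhibition rescues growth on 5-FOA so higher OD means more RAM inhibition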
PPARg SRC-3 ag – promotes SRC-3 coactivator recruitment by human PPARgamma; P37231; biochemical PPARgamma/SRC-3 coactivator recruitment assay; activation, % at 8 µM; 0.26% of 200,000 active; AID 731; in the data active = activation above about 23%;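 also: 0% = DMSO and 100% = reference agonist; some compounds past the cut are filed as inactive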
Efa HMGR inh – inhibitors of class II HMG-CoA reductase from Enterococcus faecalis; purified E. faecalis HMGR, NADPH absorbance 340 nm kinetic; inhibition, % at 10 µM; 0.41% of 190,000 active; AID 1066;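 active = inhibition above a set limit, the median over all tested compounds plus 3 SD, cut at about 9.5% in these data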;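 also: enzyme runs in reverse so mevalonate oxidation gives rising NADPH absorbance; 0% = complete reaction with DMSO and 100% = background rate lacking mevalonate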
Starred values were filed as active, the others as inactive; · = not tested or not shown.

The line under a structure holds: L major viab	ROMK primary	PPARg SRC-2 ag	SRC2 TRFRET art	S1P3 antagonist	bIAP inh	Redox H2O2 prof	PPARg SRC-1 ag	RAM inhibit	PPARg SRC-3 ag	Efa HMGR inh
> Cc1ccc(C2=CC(c3ccc(N(C)C)cc3)n3nnnc3N2)cc1 (stereo not drawn)
→ 2	·	2	1608	-21	5	-0.6	10	0.9	3	1
> COc1cccc(CNC(=O)Cc2ccc(Br)cc2)c1
→ -3	·	0	1669	1	12	-0.3	5	2.1	5	-5
> CCOc1cc2[nH]c(=O)n(CC3CCC(C(=O)NCCCOC)CC3)c(=O)c2cc1OCC (stereo not drawn)
→ 5	·	-2	1619	-6	1	-0.1	-1	2.6	-5	5
> O=C(c1cnccn1)N(c1ccccc1)C1(C(=O)NC2CCCC2)CCCCC1
→ 3	1.2	3	1628	·	-11	0.2	3	-0.8	4	-2
> Cc1cccc(Cn2c(=O)c3c(nc4n3CCN4Cc3ccco3)n(C)c2=O)c1
→ -12	·	1	1431	4	-2	-0.6	1	1.9	-2	-5
> CCc1nc(SCCO)c2oc3ccccc3c2n1
→ 2	-1.3	5	1697	1	9	0.3	0	-0.5	10	-6
> COCCNC(=O)c1ccc(N2CCC3(CC2)OCCO3)c([N+](=O)[O-])c1
→ 74*	0.64	-6	1382	-11	1	0.4	6	-1.6	0	-4
> CCN(CC(=O)Nc1ccc2c(c1)OCCO2)C(=O)/C=C/c1ccc(F)cc1
→ -1	-0.0095	1	1512	-12	2	-1.9	14	-0.4	6	-5
> O=C(CN1CCN(c2ccc(F)cc2)CC1)Nc1cccc(C(F)(F)F)c1
→ -8	·	-5	1443	-24	-21	-0.2	6	2.7	11	-2
> CCN1CCc2c(C#N)c(NCc3ccccc3)nc(NCCO)c2C1
→ 15	·	2	1451	·	-14	-1.1	1	1.9	11	0
> COC(=O)N1CC(c2ccccc2)CC1=O (stereo not drawn)
→ -6	0.2	-2	1490	-7	17	0.5	8	1.3	4	0
> Cc1cccn2c(=O)c(C=NCc3ccco3)c(Nc3ccc(SC(F)F)cc3)nc12
→ 91*	·	-2	1392	·	1	2.0	-6	2.7	-9	-6
> O=C(CSC1=NCCN1)Nc1cccc([N+](=O)[O-])c1
→ 20	0.012	2	1426	4	8	2.3	1	1.7	1	0
> O=S(=O)(c1ccc(Cl)cc1)N1CCN=C1SCc1cccnc1
→ 12	·	-3	1558	6	-3	0.0	6	0.6	5	-2
> Nc1nc(SCC(=O)c2ccc(Oc3ccccc3)cc2)n[nH]1
→ 4	·	0	1658	-1	-10	1.9	6	2.1	8	4
> Cc1ccc(S(=O)(=O)N2CCN(c3ccccc3)CC2)cc1C(N)=O
→ -7	-0.5	7	1433	-4	-1	-0.4	-9	-0.4	10	-1
> Cc1cc(OCC(=O)NCCO)cc(C)c1Cl
→ -2	·	-7	1403	-1	12	0.0	3	-0.5	-5	-4
> COc1cc(CNCCc2c[nH]c3ccccc23)ccc1OCc1ccccc1F
→ 98*	·	-4	1375	·	-11	-3.2	-6	0.1	-6	-4
> CCOc1ccccc1NC(=O)CC1NCCNC1=O (stereo not drawn)
→ -1	-0.68	1	1638	2	6	0.0	4	-0.1	-2	-6
> Cn1c2ccccc2c2nnc(SCC(=O)NCc3ccoc3)nc21
→ 4	1.4	0	1445	4	-7	-0.2	-3	0.8	5	-1
> O=C(Cn1cnc2ccccc2c1=O)N1CCN(Cc2ccccc2)CC1
→ -7	·	2	1580	-22	11	3.4	1	0.3	3	-3
> c1ccc2c(c1)nc1n2CCN1CCNC1CCCCC1
→ 2	-0.85	-6	1714	0	6	-0.1	3	1.6	11	-1
> Cn1nnnc1SC1CC(=O)N(c2ccccc2)C1=O (stereo not drawn)
→ -2	1.7	-1	1729	-5	-6	-1.2	0	1.5	-1	2
> Cc1cc(C(F)(F)F)nn1CC(=O)NCc1ccco1
→ -4	0.26	14	1677	-16	4	0.7	7	1.4	0	-2
> CCOC(=O)CCSc1nc(C)c2cc(OC)ccc2n1
→ 14	·	5	1291	·	-6	0.3	-4	-0.8	-1	0
> CCOc1cc(CNCCSc2nnnn2C)cc(Br)c1OCc1ccc(F)cc1
→ 50*	·	-5	1378	10	11	0.2	-1	-0.1	-5	5
> O=C(c1ccc(F)cc1)C1CCN(C(=S)Nc2ccccc2)CC1
→ 2	·	2	1701	·	14	-4.5	-1	-0.5	0	-9
> Cc1cc(C)cc(NC(=O)c2ccccc2NC(=O)CCC(=O)O)c1
→ -6	·	-10	1370	-3	4	-0.1	-9	0.9	-2	-2
> Cc1c(C(=O)N2CCN(c3ccc(F)cc3)CC2)sc2nc(-c3ccccc3)cn12
→ -2	0.23	-7	1400	9	6	-0.1	-4	6.3	-1	-2
> Cc1ccccc1NC(=O)c1ccc(S(=O)(=O)N(C)C)cc1
→ -2	·	10	1665	-12	8	-1.1	-2	2.2	7	-9

Continued (2 carried over from the part before).
The line under a structure holds: L major viab	ROMK primary	PPARg SRC-2 ag	SRC2 TRFRET art	S1P3 antagonist	bIAP inh	Redox H2O2 prof	PPARg SRC-1 ag	RAM inhibit	PPARg SRC-3 ag	Efa HMGR inh
> Cc1c(C(=O)N2CCN(c3ccc(F)cc3)CC2)sc2nc(-c3ccccc3)cn12
→ -2	0.23	-7	1400	9	6	-0.1	-4	6.3	-1	-2
> Cc1ccccc1NC(=O)c1ccc(S(=O)(=O)N(C)C)cc1
→ -2	·	10	1665	-12	8	-1.1	-2	2.2	7	-9
> Cc1ccc(NC(=O)c2ccc([N+](=O)[O-])o2)c(C)c1
→ 94*	0.033	1	1553	-16	5	-0.5	6	0.2	0	4
> COCCn1c(SCC(=O)Nc2cccc(OC)c2)nnc1-c1ccc(Cl)cc1
→ -1	·	10	1519	7	7	-0.6	5	1.9	-2	2
> Cc1sc2ncnc(Sc3ccccc3C(=O)Nc3ccccc3Cl)c2c1C
→ 8	·	1	1451	-12	-8	0.6	1	2.9	3	-10
> C/C(CC(=O)NCc1ccco1)=N\NC(=O)Cc1cccc2ccccc12
→ -2	1.4	-6	1395	·	-5	1.7	-6	0.8	1	3
> O=C(OCc1c(Cl)cccc1Cl)c1ccncc1
→ -3	·	6	1629	-1	1	0.2	4	-0.7	7	-7
> CCN(CC(=O)NCCc1ccc(S(N)(=O)=O)cc1)Cc1nc2cc(OC)c(OC)cc2c(=O)[nH]1
→ 3	-0.018	-9	1502	·	-54	-1.4	-7	2.7	9	-2
> COC(=O)C(C)N(C(=O)c1ccc(C(=O)c2ccccc2)cc1)c1c(C)cccc1C (stereo not drawn)
→ 99*	0.079	-1	1624	·	-1	0.1	4	6.0	0	-8
> COCCn1c(NCc2ccco2)nc2c1c(=O)[nH]c(=O)n2C
→ -5	0.53	18	1939	-1	-2	-0.5	3	-0.5	6	-7
> CC(=O)N(c1c(C)n(C)n(-c2ccccc2)c1=O)C1(C(=O)NC2CCCCC2)CCCCC1
→ -5	0.67	3	1574	·	38	0.0	1	0.3	9	1
> Cc1ccccc1S(=O)(=O)Cc1ccc(C(=O)NCCCN2CCN(C)CC2)o1
→ -7	·	-1	1446	-5	5	2.1	-3	0.0	-10	7
> COc1ccc(-c2nc(SC(CC(=O)NCCO)c3cccs3)n[nH]2)cc1 (stereo not drawn)
→ 0	0.76	8	1448	-1	17	-1.4	2	-0.6	1	-2
> CCOC(=O)c1cc(-c2ccccc2)sc1NC(=O)CN1C(=O)NC(CC)(c2ccc(F)cc2)C1=O (stereo not drawn)
→ 28	-0.13	11	1717	·	4	0.0	11	7.8	10	0
> CC(=O)/C(=N\Nc1ccccc1)Sc1nnc(-c2ccccc2)n1-c1ccccc1
→ 10	0.15	0	1471	8	-44	-0.5	2	3.6	2	2
> COc1cccc(NC(=O)COC(=O)c2c3c(nc4ccccc24)CCC(C)C3)c1 (stereo not drawn)
→ 54*	·	7	1537	·	6	-3.7	2	0.0	0	2
> Cc1nc(Nc2ccc(Cl)c(Cl)c2)sc1C(=O)Nc1ccccc1
→ 3	0.41	9	1759	11	11	-0.2	6	3.9	0	1
> COc1ccc(-n2nnc3c(=O)n(CC(=O)N4CCCc5ccccc54)cnc32)cc1
→ 43	·	-6	1409	27	2	0.0	-5	·	4	·
> O=c1[nH]c(CSc2nnnn2-c2ccc(Cl)cc2)nc2ccccc12
→ -4	0.3	4	1658	4	-5	-0.4	9	1.3	4	-1
> Cc1cccc(Nc2ncnc3nc[nH]c23)c1
→ 16	·	-4	1509	-38	5	-0.1	2	0.0	6	1
> CCCN1Cc2cccc(C(=O)N3CCN(c4ccccc4)CC3)c2C1=O
→ -1	·	13	1703	·	-14	-1.9	3	1.2	14	2
> COc1cc2c(cc1NC(=O)c1cccc([N+](=O)[O-])c1C)oc1ccccc12
→ 3	·	11	1600	·	11	-4.7	-6	1.5	10	-1
> CCC(=O)Nc1ccc(C(=O)NNC(=O)c2cc([N+](=O)[O-])cc([N+](=O)[O-])c2)cc1
→ 18	0.52	-4	1592	5	-1	-1.0	7	3.0	3	-2
> O=C(CCNS(=O)(=O)c1ccc2c(c1)CCC(=O)N2)NCc1ccc2c(c1)OCO2
→ -2	0.038	-5	1516	6	-3	-0.1	3	0.1	-18	0
> Cc1csc(NC(=O)c2cccc(C)c2C)n1
→ -4	·	9	1564	·	6	0.6	8	0.8	1	1
> O=C(C1CCN(S(=O)(=O)c2cccc3cccnc23)CC1)N1CCc2ccccc21
→ 1	-1.1	0	1542	-3	2	0.3	4	3.1	-2	-2
> CCCc1ccc(-c2cc(C(=O)NC3=NCCS3)c3ccccc3n2)cc1
→ 6	·	-1	1534	-2	0	0.0	5	3.1	3	2
> CC(C)(C)C(=O)NC(=S)Nc1ccc(F)cc1
→ 0	-0.049	-6	1469	-1	6	0.2	6	-0.1	-3	-4
> O=C(O)C1CCCCC1C(=O)NCCCc1ccccc1 (stereo not drawn)
→ -11	·	14	1467	-30	9	0.4	1	0.1	-1	0

A run of entries taken from the entries so far, for reference:
The line under a structure holds: L major viab	ROMK primary	PPARg SRC-2 ag	SRC2 TRFRET art	S1P3 antagonist	bIAP inh	Redox H2O2 prof	PPARg SRC-1 ag	RAM inhibit	PPARg SRC-3 ag	Efa HMGR inh
> Cc1csc(NC(=O)c2cccc(C)c2C)n1
→ -4	·	9	1564	·	6	0.6	8	0.8	1	1
> O=C(C1CCN(S(=O)(=O)c2cccc3cccnc23)CC1)N1CCc2ccccc21
→ 1	-1.1	0	1542	-3	2	0.3	4	3.1	-2	-2
> CCCc1ccc(-c2cc(C(=O)NC3=NCCS3)c3ccccc3n2)cc1
→ 6	·	-1	1534	-2	0	0.0	5	3.1	3	2
> CC(C)(C)C(=O)NC(=S)Nc1ccc(F)cc1
→ 0	-0.049	-6	1469	-1	6	0.2	6	-0.1	-3	-4
> O=C(O)C1CCCCC1C(=O)NCCCc1ccccc1 (stereo not drawn)
→ -11	·	14	1467	-30	9	0.4	1	0.1	-1	0
